# From PubChem BioAssay
# MEKK2wt PB1 HTS – raises or lowers MEK5 binding to wildtype human MEKK2 PB1 domain. binding response (% of control), % at 10 µM. AID 1531. bead flow cytometry, Alexa488-MEK5 binding to MEKK2 WT; actives lie on both sides. actives 1.1% (n = 290,000); in the data active = binding response below about 67% or above about 130%
# MEKK2 mut-MEK5 – signal of MEK5 binding to mutant human MEKK2 PB1 domain. bead flow cytometry, Alexa488-MEK5 binding to MEKK2 mutant. percent response, % at 10 µM. actives 0.35% (n = 290,000). AID 1530; in the data active = percent response above about 24%, passing the limit was not always enough; note: inactives centre near 1; some results filed as inactive read as strong as hits
# PfM18AAP inh – blocks P. falciparum M18 aspartyl aminopeptidase; recombinant PfM18AAP, H-Glu-NHMec fluorogenic cleavage; inhibition, % at 7.35 µM; actives 1.2% (n = 290,000);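 active = inhibition above the campaign mean inhibition over all tested compounds plus 3 SD, cut at about 28% in these data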;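 note: 0% = plate median of test compound wells and 100% = 2 mM ZnCl2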
# HCV NS3 hel inh – blocks Hepatitis C virus NS3 helicase unwinding. actives 0.56% (n = 290,000). NS3 helicase DNA unwinding, Cy5 molecular beacon fluorescence. inhibition, % at 10.9 µM;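 active = inhibition above the mean of all tested compounds plus 3 SD, set per campaign, cut at about 35% in these data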;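 note: 0% = DMSO wells and 100% = thioflavine S control wells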
#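 System: NS3 helicase fragment of HCV / Schedule: 1 h at 25 °C / Control set: DMSO alone as 0% and 110 µM thioflavine S as 100% / Reagent: Cy5/quencher beacon DNA duplex and ATP to start / Technique: Cy5 fluorescence / Replication: singlicate / Evaluation: % inhibition of end-to-start signal ratio versus controls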
# VIM-2 inh – inhibitors of Pseudomonas aeruginosa VIM-2 metallo-beta-lactamase; inhibition, % at 5.6 µM; purified VIM-2, nitrocefin hydrolysis, epi-absorbance fluorescence; actives 0.89% (n = 290,000);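 active = inhibition above the mean of all tested compounds plus 3 SD, cutoff set per screening run, cut at about 7.5% in these data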;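 note: red hydrolysis product quenches plate fluorescence so inhibitors raise well fluorescence; 0% = enzyme with DMSO and 100% = DMSO without enzyme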
# FID counter – counter-screen for HCV NS3 helicase inhibitors: DNA intercalator displacement | DNA fluorescent intercalator displacement, fluorescence | actives 0.17% (n = 290,000) | AID 1845 | inhibition, % at 7.9 µM; in the data active = inhibition above about 37%;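 note: 0% = vehicle and 100% = reference compound; higher means more ethidium bromide displaced from hairpin DNA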
# IMP-1 inhibitor – inhibitors of Pseudomonas aeruginosa IMP-1 metallo-beta-lactamase. purified IMP-1, nitrocefin hydrolysis, epi-absorbance fluorescence. inhibition, % at 5.6 µM. actives 0.45% (n = 290,000);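 active = inhibition above the mean plus 3 SD of all compounds in the same screening run, cut at about 4.5% in these data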;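 note: 0% = IMP-1 with DMSO and 100% = DMSO wells lacking enzyme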
#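 Assay system: purified recombinant IMP-1 beta-lactamase. Input: IMP-1 0.2 nM before substrate addition. Buffer or medium: Zinc- and detergent-supplemented HEPES buffer, pH 7.1. Schedule: 25 °C, 15 min preincubation, 25 min reaction. Signal: Epi-absorbance fluorescence, 480 nm excitation, 530 nm emission. Evaluation: percent inhibition from optical density relative to buffer-blank wells.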
# UBC9 SUMO inh – blocks human SUMOylation mediated by UBC9. P63279. AID 2006. inhibition, % at 35 µM. actives 0.36% (n = 290,000). HTRF SUMOylation assay, SAE1/SAE2 + UBC9, in vitro; in the data active = inhibition above about 50%, passing the limit was not always enough; note: strong numbers were not always called active
# Target sequence (P63279 whole entry, looked up): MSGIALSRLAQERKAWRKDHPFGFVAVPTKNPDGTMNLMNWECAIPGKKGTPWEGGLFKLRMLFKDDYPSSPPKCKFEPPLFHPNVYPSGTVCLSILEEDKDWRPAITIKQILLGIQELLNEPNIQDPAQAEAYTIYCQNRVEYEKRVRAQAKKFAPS
# NALP1 yeast inh – NALP1 inhibition; S. cerevisiae NALP1/ASC/caspase-1 growth, X-gal OD620, 72 h; inhibition, % at 10 µM; actives 0.61% (n = 280,000); in the data active = inhibition mostly above about 24%, no sharp cut-off; inactive = mostly below about 32%; note: some compounds called inactive have numbers as strong as hits
# Active calls of the source: *; . = no result given.
SMILES,MEKK2wt PB1 HTS,MEKK2 mut-MEK5,PfM18AAP inh,HCV NS3 hel inh,VIM-2 inh,FID counter,IMP-1 inhibitor,UBC9 SUMO inh,NALP1 yeast inh
O=C(Nc1ccc(Cl)cc1)Nc1ccc(N2CCC(C(F)(F)F)CC2)nc1,93.0,-14.0,-11.1,-3.9,-1.5,2.5,-1.1,13.6,4.5
CC(C)(C)C(=O)O/N=C(\N)c1ccc(Oc2cc(Cl)cc(Cl)c2)c([N+](=O)[O-])c1,104.0,3.0,6.2,-10.2,-4.0,-3.4,-1.8,-20.4,.
O=C(CS(=O)(=O)c1ccccc1)Nc1ccc(Cl)cn1,102.0,8.0,-1.9,3.6,-2.1,-7.3,-4.7,2.8,13.0
CCc1ccc(-n2c(SCC(=O)N3Cc4ccccc4CC3C(=O)O)nnc2-c2ccncc2)cc1 (stereo not drawn),97.0,-3.0,20.5,41.9*,1.5,-48.3,0.4,3.8,6.7
CCOC(=O)c1c(C)[nH]c(C(=O)COC(=O)c2ccccc2NC(=O)c2ccco2)c1C,91.0,-6.0,7.9,10.1,-2.0,-6.7,-3.5,4.4,19.3
CC(C)N1CCN(C(=O)c2cccc(Cl)c2)CC1,107.0,2.0,1.8,0.0,-2.0,4.3,-0.2,-10.1,-25.7
C=C1CSc2nc(=O)c3c4c(sc3n21)CCCC4,99.0,6.0,0.5,0.8,13.6*,-9.8,-1.8,14.8,-11.9
NC(=O)c1ccc(NC(=O)COC(=O)C2(c3ccccc3F)CCCC2)cc1,88.0,-2.0,-1.0,-5.4,1.6,-11.4,-2.2,-20.6,12.6
CNC(=S)N(Cc1ccco1)Cc1cc2cc3c(cc2[nH]c1=O)OCCO3,100.0,-1.0,12.9,-3.5,1.6,-4.1,-2.5,19.3,22.5
COc1ccc(OCC(=O)N2CCCC2=O)c([N+](=O)[O-])c1,107.0,4.0,0.0,1.1,-1.7,2.4,-1.3,13.2,17.3
CCC(Sc1nc2cc(OC)c(OC)cc2c(=O)n1CCc1ccc(OC)c(OC)c1)C(=O)NCCOC (stereo not drawn),99.0,1.0,-1.3,0.4,0.4,-31.7,-3.2,7.7,-8.4
CC1(C#CC[N+]2(C)CCCCC2)CCC2C(O1)c1ccccc1OC2(C)C (stereo not drawn),88.0,-13.0,-1.4,-8.8,2.3,2.8,-3.0,15.6,17.0
CCC(=O)Nc1c(S(=O)(=O)c2ccccc2)c2nc3ccccc3nc2n1Cc1ccccc1,92.0,-2.0,2.0,-8.0,0.1,-8.1,-2.0,98.2*,14.0
Cc1c(/C=N/NC(=O)COc2ccccc2[N+](=O)[O-])c2ccccc2n1C,95.0,-2.0,-7.3,2.2,1.8,-3.5,-1.2,16.1,25.7
COc1cc(SC)ccc1C(=O)NCCOc1c(C)cc(C)cc1C,104.0,7.0,-11.0,0.5,-4.2,-18.0,-2.6,-43.5,-4.6

# Overlap with the part before: two entries, followed by the next part.
SMILES,MEKK2wt PB1 HTS,MEKK2 mut-MEK5,PfM18AAP inh,HCV NS3 hel inh,VIM-2 inh,FID counter,IMP-1 inhibitor,UBC9 SUMO inh,NALP1 yeast inh
Cc1c(/C=N/NC(=O)COc2ccccc2[N+](=O)[O-])c2ccccc2n1C,95.0,-2.0,-7.3,2.2,1.8,-3.5,-1.2,16.1,25.7
COc1cc(SC)ccc1C(=O)NCCOc1c(C)cc(C)cc1C,104.0,7.0,-11.0,0.5,-4.2,-18.0,-2.6,-43.5,-4.6
COc1cccc(-c2nc(S(=O)(=O)c3ccccc3)c(N3CCOCC3)o2)c1,101.0,-3.0,1.9,11.4,-0.3,-9.4,-2.0,-7.3,23.8
Cc1cccc(N(C(=O)Cc2cccs2)C(C(=O)NC2CCCC2)c2ccncc2)c1 (stereo not drawn),97.0,8.0,-4.4,0.8,-3.7,-39.5,-3.8,-6.3,6.4
CCOc1ccccc1OCCCOc1ccc(C)cc1Br,.,.,-1.0,3.2,-2.2,-6.3,-2.7,-8.7,9.1
CC(=O)c1ccc(NC(=O)c2cc(CC(C)C)nc3ccccc23)cc1,101.0,6.0,-8.4,6.1,-2.6,-28.0,-2.9,7.4,0.7
Cc1cc(OCC(=O)NCC2CCC(C(=O)O)CC2)c2c(C)cc(=O)oc2c1 (stereo not drawn),102.0,1.0,0.8,-7.9,-1.4,-18.1,-1.5,19.5,5.4
CN1CCCN(S(=O)(=O)c2ccccc2)CC1,104.0,2.0,-5.2,1.0,0.7,-1.6,-1.4,-0.1,0.5
Clc1cnc2nc(SC/C=C/c3ccccc3)[nH]c2c1,94.0,-1.0,-4.4,-24.6,-1.8,0.9,-2.2,33.8,.
CCCCCCCCNC(=S)NCCN1CCCCC1,131.0,14.0,0.6,-65.1,-1.2,34.0,-3.1,-7.4,6.9
Cn1cc([N+](=O)[O-])c(C(=O)Nc2nc(-c3ccc(Cl)cc3)cs2)n1,117.0,17.0,-3.1,-21.8,-3.3,-0.5,-2.5,39.0,34.6
COc1ccc(N2CCN(c3nc(Nc4ccc(C)c(F)c4)nc(N4CCCC4)n3)CC2)cc1,105.0,0.0,-2.0,-0.2,-1.6,-11.2,-2.2,-17.3,-2.4
O=C(Cn1cnc2c(cnn2-c2ccc(F)cc2)c1=O)OCc1ccccc1,90.0,-16.0,-7.4,0.6,-0.7,-0.3,0.1,14.3,3.8
O=S(=O)(c1ccccc1)N(CC1CO1)c1ccccc1 (stereo not drawn),87.0,-11.0,-5.2,-1.8,-2.0,-1.7,-0.8,-2.3,2.5
O=C(C1CCC1)N(CCc1ccccc1)Cc1nc2ccccc2c(=O)[nH]1,104.0,3.0,2.4,-6.4,-2.6,-10.6,-3.0,10.4,16.0
COc1cc2c(cc1OC)CN(c1ccc(F)cc1[N+](=O)[O-])CC2,105.0,10.0,10.3,-10.4,-0.3,-13.9,-2.8,27.4,6.4
NC(=O)COc1ccccc1C(=O)O,96.0,-3.0,4.6,3.3,-1.6,-13.5,-1.8,-2.1,4.2
CN(C1CCCCC1)S(=O)(=O)c1ccc(S(=O)(=O)N2CCCC2)cc1,106.0,9.0,-4.9,-8.4,0.4,-14.5,-1.7,-2.2,29.3
CNC(=O)c1ccc(Nc2nnc(-c3ccc(C)c(S(=O)(=O)NCC4CCCO4)c3)c3ccccc23)cc1 (stereo not drawn),110.0,7.0,9.7,-10.2,-1.5,-38.1,-0.8,20.5,9.5
CC(C)(C)c1ccc(C(=O)Nc2ccc(Oc3cccnc3)nc2)cc1,103.0,2.0,-2.2,-8.4,-1.1,-31.9,-2.9,19.0,6.5
CCOc1ccc2c(c1)sc1nc(C(=O)OC)cc(=O)n12,103.0,-1.0,0.8,-6.1,2.9,0.3,-1.0,.,.
N#Cc1c(N)nc2c(c1-c1ccc3c(c1)OCO3)CCc1ccccc1-2,96.0,-1.0,5.9,-15.5,1.6,-11.1,-2.7,66.9,19.3
CC(=O)c1ccc(NC(=O)CSc2ccc3nnc(-c4cccnc4)n3n2)cc1,101.0,-2.0,0.9,-2.4,-6.0,-1.2,-3.0,13.3,-3.4
O=C(C1CCC(=O)N(C2CC2)C1)N1CCC(Oc2cccc(C(F)(F)F)c2)CC1 (stereo not drawn),100.0,1.0,-5.5,-1.2,-2.8,-39.1,-1.9,-0.4,10.0
CN1CCN(C(=O)c2cc3c(ccc4ccccc43)oc2=O)CC1,98.0,1.0,4.7,-0.6,-1.0,0.9,1.1,15.1,5.7
CC(=O)c1ccc(OCc2cc(C(=O)NC(C)c3cnn(C)c3)no2)cc1 (stereo not drawn),103.0,4.0,2.4,4.5,-1.9,-27.5,-3.2,1.8,-2.1
O=C(Cc1c(F)cccc1Cl)NCC1CCCO1 (stereo not drawn),97.0,1.0,-3.9,-0.8,-1.9,-0.8,-3.1,0.8,15.0
NC1=C(c2ccc([N+](=O)[O-])cc2)C(=O)CO1,105.0,-1.0,5.3,-2.6,-2.1,-3.9,-3.5,15.5,8.2
CCOCC(=O)NCc1ccc2c(c1)cc(C)n2C,98.0,6.0,4.5,-0.9,-0.2,-22.6,-1.9,3.8,-6.0
Cn1c(N)c(C(=O)COC(=O)c2cccnc2Cl)c(=O)n(C)c1=O,67.0,-13.0,-14.5,14.4,3.9,-3.0,-2.2,-7.4,14.8
CC1CC(=O)C(C2c3ccccc3CCN2C(=O)CCl)C(=O)C1 (stereo not drawn),99.0,-1.0,-3.4,-3.6,1.4,-4.3,-2.4,11.2,20.3
Cc1c(S(=O)(=O)Nc2ccc3c(c2)OCCO3)c(=O)n(C)c(=O)n1C,107.0,5.0,-6.6,4.4,-4.4,-6.7,-3.6,19.2,22.0

# Single entries from above.
# Result of CC(=O)c1ccc(OCc2cc(C(=O)NC(C)c3cnn(C)c3)no2)cc1 (stereo not drawn) in FID counter: -27.5
# Result of N#Cc1c(N)nc2c(c1-c1ccc3c(c1)OCO3)CCc1ccccc1-2 in FID counter: -11.1
# Result of CNC(=O)c1ccc(Nc2nnc(-c3ccc(C)c(S(=O)(=O)NCC4CCCO4)c3)c3ccccc23)cc1 (stereo not drawn) in MEKK2wt PB1 HTS: 110.0
# Result of CCOCC(=O)NCc1ccc2c(c1)cc(C)n2C in MEKK2wt PB1 HTS: 98.0
# Result of CC(=O)c1ccc(NC(=O)CSc2ccc3nnc(-c4cccnc4)n3n2)cc1 in IMP-1 inhibitor: -3.0
# Result of CCOc1ccc2c(c1)sc1nc(C(=O)OC)cc(=O)n12 in HCV NS3 hel inh: -6.1
# Result of O=C(C1CCC(=O)N(C2CC2)C1)N1CCC(Oc2cccc(C(F)(F)F)c2)CC1 (stereo not drawn) in NALP1 yeast inh: 10.0

# Additional compounds.
SMILES,MEKK2wt PB1 HTS,MEKK2 mut-MEK5,PfM18AAP inh,HCV NS3 hel inh,VIM-2 inh,FID counter,IMP-1 inhibitor,UBC9 SUMO inh,NALP1 yeast inh
CCC(=O)Nc1nc2n(n1)C(c1ccc(OC)cc1)C=C(c1ccccc1)N2 (stereo not drawn),105.0,8.0,-0.8,-14.0,-2.2,-8.9,-2.8,16.8,5.6
O=C(CCc1nnc(-c2ccccc2)o1)NCc1cc(F)ccc1F,95.0,-8.0,-1.8,-1.3,-4.0,-3.1,-1.6,1.6,-0.5
Cc1ccc2oc(C(=O)N(Cc3ccncc3)CC3CCCO3)c(C)c2c1 (stereo not drawn),103.0,8.0,-13.6,-13.3,1.2,-34.6,-2.9,12.5,25.1
Cc1ccc(NC(=O)c2cc3c(s2)CCCC3)cc1S(=O)(=O)Nc1ccccc1Cl,111.0,1.0,-3.0,0.8,-2.9,-4.8,-3.6,-22.2,29.3
CC(=O)Nc1ccc(S(=O)(=O)Nc2nc3n(n2)C(c2ccccc2)CC(=O)N3)cc1 (stereo not drawn),114.0,9.0,-8.7,-8.3,-0.8,-0.9,-1.8,17.9,20.2
COc1cc(OC)nc(Oc2ccccc2C(=O)Oc2ccc(C)cc2)n1,99.0,-3.0,-0.6,-1.8,-2.9,-25.8,-2.7,15.9,-1.6
CCOc1ccc(C(=O)Nc2ccc(S(=O)(=O)Nc3nccc(C)n3)cc2)cc1OCC,102.0,0.0,7.7,21.7,-2.3,-36.0,-0.8,2.0,-3.1
CCn1c2ccccc2c2cc(NC(=O)COC(=O)c3cc(OC)c(OC)cc3OC)ccc21,106.0,7.0,-0.2,4.9,-2.3,-0.7,-2.7,-11.2,29.1
Cc1cc(C)cc(NC(=O)N2CCCC2C(=O)NCc2ccco2)c1 (stereo not drawn),98.0,4.0,4.6,9.5,-1.2,-4.8,-3.2,7.1,-10.3
